LEDGF integ inh: blockers of LEDGF/p75-dependent integrase strand transfer – biochemical, TR-FRET, high throughput, primary screen; actives 0.64% (n = 370,000); HIV-1 integrase (with human LEDGF/p75); TR-FRET IN-LEDGF/p75 DNA integration, Eu/Cy5; inhibition, % at 3.7 µM;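 active = inhibition above the screen-wide mean plus 3 SD, cut at about 13% in these data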;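 note: signal is the Cy5 over europium emission ratio at 671 and 618 nm; 0% = plate median of compound wells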
SIAE inh: human SIAE inhibitors, primary screen, biochemical, fluorescence polarization, FP-Rh probe, 1536-well HTS | Sialate O-acetylesterase (Homo sapiens), Q9HAT2 | SIAE FP-Rh probe binding | inhibition, % at 9.66 µM | actives 0.69% (n = 370,000) | AID 1053197, 2014;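 active = inhibition above a cutoff: mean of compounds within the control limits plus 3 SD of those, cut at about 17% in these data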;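 note: 0% = plate median of compound wells and 100% = probe without SIAE protein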
HTRA1 inhibitor: HTRA1 serine protease inhibitors, primary screen, biochemical, fluorescence polarization, HTS. actives 0.5% (n = 340,000). AID 504803, 2011. inhibition, % at 5.96 µM. Q92743. recombinant HTRA1, FP-rhodamine activity-based probe; in the data active = inhibition above about 36%;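 note: 0% = enzyme with DMSO and 100% = wells lacking enzyme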
DDE Tn7 FP inh: inhibitors of Tn7 peptide binding to fibrin DD(E), primary screen, biochemical, fluorescence polarization, human fibrin, Tn7 probe; inhibition, % at 8.3 µM; actives 0.13% (n = 370,000); Fibrinogen beta chain (Homo sapiens), P02675; FP displacement of FITC-Tn7 peptide from fibrin DD(E); 0% = median of compound wells per plate;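 active = inhibition above the mean of compounds falling within the control limits plus 3 SD of them, cut at about 14% in these data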;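 note: 0% = plate median of compound wells and 100% = 10 µM Aha-Tn7 peptide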
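Assay system: Fibrin-DD(E) protein isolated from polymerized human fibrin clots; read-out basis: percent inhibition; medium: Tris/NaCl/CaCl2 buffer, pH 7.8; signal: FP measurement; incubation: 10 min plus 3 h, room temperature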
ABHD4 inh: ABHD4 inhibitors, primary screen, biochemical, fluorescence polarization, mouse; purified mABHD4, FP-Rh probe fluorescence polarization; inhibition, % at 8.92 µM; actives 0.54% (n = 370,000); AID 720543, 2013;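 active = inhibition exceeding the mean over every tested compound plus 3 SD, cut at about 30% in these data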;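 note: 0% = plate median of compound wells and 100% = S159A mutant with DMSO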
Target sequence (Q8VD66 whole entry, looked up): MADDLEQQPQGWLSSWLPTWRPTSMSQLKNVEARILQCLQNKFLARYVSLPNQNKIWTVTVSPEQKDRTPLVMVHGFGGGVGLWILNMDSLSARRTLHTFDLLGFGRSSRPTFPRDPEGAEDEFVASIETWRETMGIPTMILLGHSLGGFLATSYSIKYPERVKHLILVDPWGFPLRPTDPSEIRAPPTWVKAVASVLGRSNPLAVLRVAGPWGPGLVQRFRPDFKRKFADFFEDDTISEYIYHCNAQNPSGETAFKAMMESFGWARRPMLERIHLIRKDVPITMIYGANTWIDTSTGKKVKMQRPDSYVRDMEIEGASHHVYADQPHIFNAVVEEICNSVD
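Test system: mABHD4 protein | Buffer or medium: HEPES pH 7.0 buffer, 150 mM NaCl, 0.01% Pluronic F-127 | Probe or stimulus: FP-Rh fluorescent activity-based probe, added after compound pre-incubation | Timing: Pre-incubation 45 min, probe exposure 60 min, at 25 °C | Technique: Fluorescence polarization, excitation 525 nm, emission 598 nm, BODIPY TMR filters | Repeats: Single well per compound (singlicate)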
TDP2 inh: human TDP2 enzyme inhibitors, primary screen, biochemical, epi absorbance, recombinant enzyme | T5PNP hydrolysis, p-nitrophenol absorbance 415 nm | AID 720702, 2013 | actives 0.34% (n = 370,000) | inhibition, % at 12.8 µM;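 active = inhibition above the mean of all tested compounds plus 3 SD, set per campaign, cut at about 25% in these data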;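 note: 0% = DMSO with enzyme and 100% = buffer with substrate but no TDP2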
Target sequence (O95551 whole entry, looked up): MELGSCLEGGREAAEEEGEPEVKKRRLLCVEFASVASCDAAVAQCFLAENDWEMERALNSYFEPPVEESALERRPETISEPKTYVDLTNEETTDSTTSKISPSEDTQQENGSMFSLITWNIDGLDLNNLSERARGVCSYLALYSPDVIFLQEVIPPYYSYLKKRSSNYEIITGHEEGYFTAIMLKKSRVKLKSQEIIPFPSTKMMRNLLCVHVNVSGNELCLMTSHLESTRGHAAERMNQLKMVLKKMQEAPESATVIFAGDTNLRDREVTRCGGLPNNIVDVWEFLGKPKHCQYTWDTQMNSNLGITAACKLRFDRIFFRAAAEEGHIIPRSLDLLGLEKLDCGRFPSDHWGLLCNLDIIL
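System – recombinant human TDP2 · Amount – 120 nM TDP2 per well · Buffer or medium – Mg2+-containing Tris-HCl buffer, pH 7.5 · Reagent – T5PNP substrate, 5 mM · Dosing – 12.8 µM single point, 1% DMSO · Incubation – 2 h at 37 °C · Measured by – epi absorbance · Read-out basis – percent inhibition · Benchmarks – high control without enzyme, low control DMSO plus TDP2 · Repeats – singlicate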
PG9 binder: binders of HIV-1 gp120 antibody PG9, primary screen, biochemical, TR-FRET; HIV-1 gp120 / PG9 antibody interaction; TR-FRET gp120-PG9 antibody binding; actives 0.43% (n = 360,000); inhibition, % at 6.7 µM; in the data active = inhibition above about 8.5%
TCR-CD3 inh: inhibitors of human TCR-CD3 interaction, primary screen, biochemical, fluorescence, TAMRA-labeled TCR probe | inhibition, % at 9.4 µM | AID 651800, 2012 | actives 0.37% (n = 360,000); in the data active = inhibition above about 19%;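 note: recombinant mutant TCR 2C K166C tagged with TAMRA read by polarization; 0% = receptor in buffer alone and 100% = receptor with positive control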
UHRF1 MBD2 ctr: UHRF1 methylated DNA binding inhibitors, primary screen, counter-screen for MBD2 inhibitor project, biochemical, TR-FRET, human UHRF1, single concentration | UHRF1 binding to methylated oligo | actives 0.75% (n = 370,000) | inhibition, % at 4.4 µM; in the data active = inhibition above about 21%;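 note: UHRF1 SRA domain binding a hemimethylated CpG hairpin DNA probe; 0% = median of test compound wells and 100% = reference inhibitor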
PRMT1 FP inh: PRMT1 methyltransferase inhibitors, primary screen, biochemical, fluorescence polarization; inhibition, % at 2.79 µM; actives 1.3% (n = 370,000); Protein arginine N-methyltransferase 1 (Homo sapiens), Q99873; recombinant PRMT1, activity-based probe fluorescence polarization; AID 652257, 2013;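 active = inhibition above about 21% made by adding two undisclosed values, limit read from the data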
Target sequence (Q99873 whole entry, looked up): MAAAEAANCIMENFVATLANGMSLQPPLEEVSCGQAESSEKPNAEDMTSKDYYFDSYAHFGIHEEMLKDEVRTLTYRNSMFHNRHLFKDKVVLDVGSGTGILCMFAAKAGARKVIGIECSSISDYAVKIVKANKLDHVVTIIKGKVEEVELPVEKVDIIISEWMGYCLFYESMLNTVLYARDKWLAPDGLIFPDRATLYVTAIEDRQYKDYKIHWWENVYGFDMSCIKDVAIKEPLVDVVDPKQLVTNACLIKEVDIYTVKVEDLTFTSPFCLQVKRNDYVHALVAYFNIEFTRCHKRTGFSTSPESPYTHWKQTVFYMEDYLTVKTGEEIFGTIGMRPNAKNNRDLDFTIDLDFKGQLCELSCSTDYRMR
Active calls of the source: *; . = not tested or not shown. An unsorted share of the library, and some 4.2% of all compounds hit somewhere here.

compound,LEDGF integ inh,SIAE inh,HTRA1 inhibitor,DDE Tn7 FP inh,ABHD4 inh,TDP2 inh,PG9 binder,TCR-CD3 inh,UHRF1 MBD2 ctr,PRMT1 FP inh
O=C(N/C(=C\c1ccc(F)cc1)C(=O)N1CCCCCC1)c1ccccc1,1,1,0,-3,3,2,-0.3,1,1,1
CCC(C)OC(=O)C1=C(C)NC2=C(C(=O)C(C(=O)OC)C(C)C2)C1c1ccc(N(C)C)cc1 (centres undefined),2,9,-1,1,-5,-6,1.4,-2,0,2
CC(=O)Nc1ccc(S(=O)(=O)Nc2cccn(Cc3ccc(C)cc3)c2=O)cc1,-5,1,1,-1,1,5,-3.1,5,0,-4
CCCCN(C(=O)CCN1C(=O)C2CC=CCC2C1=O)c1c(N)n(CCCC)c(=O)[nH]c1=O (centres undefined),3,7,-1,-3,4,14,0.7,-1,5,1
CC(C)[C@H](NC(=O)NCCc1ccccc1)C(=O)O,4,1,0,-6,0,1,-3.1,-3,-5,0
CN(C)CCC1(c2ccccc2)CCN(C)C1=O (centres undefined),-2,3,2,0,5,-5,0.5,5,1,-6
Cc1cc(C)nc(NNC2=CC(=[N+]3CCCC3)CCC2)n1,-1,2,9,4,-4,3,-0.3,6,-7,2
Cc1ccc(-n2c(SCC(=O)N3CCCc4ccccc43)nnc2-c2cccnc2)c(C)c1,-2,-5,5,1,5,-1,-1.1,-3,2,2
Cc1cc(=O)oc2cc(OCC(=O)N/N=C/c3cc([N+](=O)[O-])ccc3O)ccc12,0,8,4,-3,4,-3,2.5,48*,0,-2
CC(CN1CCOCC1)C(=O)c1ccccc1 (centres undefined),1,-3,-6,10,3,4,2.0,10,1,-1
CC(C)C(=O)Nc1cccc(C(=O)Nc2nnc(C(C)(C)C)s2)c1,1,11,-8,5,-12,-14,0.8,1,2,4
CCOC(=O)C1(CCOC)CCN(C(=O)Cc2ccc3ccccc3c2)CC1,1,-1,-1,2,6,6,-1.1,3,0,4
C=CCOc1ccccc1NC(=O)CN1C(=O)CNC1=O,-1,8,10,-7,-7,7,1.9,1,-1,-3
COCCNC(=S)N1CCC(C(=O)c2ccc(C)cc2)CC1,-5,-6,9,1,-2,2,-0.6,2,3,3
CCOC(=O)NC(=O)COC(=O)CCCc1nc2ccccc2s1,5,2,10,1,0,-6,2.0,0,0,-3
O=C(NCc1ccco1)/C(=C\C=C\c1ccccc1)NC(=O)c1ccco1,0,2,0,-2,-2,-3,-6.0,5,-1,3
NS(=O)(=O)c1ccc(CCNC(=O)C2CCC(CNS(=O)(=O)c3ccc(Br)s3)CC2)cc1 (centres undefined),1,-3,0,3,-5,-8,-2.6,6,0,-2
Cc1nc(C/C(=N\N)c2ccc(O)cc2O)cs1,-2,-3,2,1,8,9,1.0,2,-4,7
OCCCNc1nccc(-c2cc(Nc3cccc(Cl)c3)ncn2)n1,-3,-19,-26,6,-19,0,-0.1,-4,10,3
CCOC(=O)c1ccc(NC(=O)COc2ccccc2CNC2CCCC2)cc1,2,-1,-2,6,-1,-3,0.0,0,1,-3
CCSc1nnc(SCC(=O)NC2CCCCC2)s1,-4,-1,-8,-8,2,4,-0.1,-10,1,2
COCCNC(=O)c1ccc(Cn2c(SCC(=O)NCC3CCCO3)nc3ccc(Br)cc3c2=O)cc1 (centres undefined),1,0,0,4,-2,6,-2.7,7,-1,-2
CC(C)NC(=O)c1nn(C)c2ccccc12,1,3,3,-4,8,1,-0.1,-1,1,0
CSc1ccccc1NC(=O)Nc1cccc(F)c1,-4,-2,-14,-4,-8,0,-1.6,-6,4,1
CC(C)N1CCN(Cc2ccc3c(c2)Cc2ccccc2-3)CC1CCO (centres undefined),0,5,-6,6,-3,8,-0.6,-2,-4,-5
COc1cc(Nc2c3c(nc4ccccc24)CCCC3)cc(OC)c1OC,1,5,-7,6,6,-5,-0.2,12,8,-2
CCN(C[C@H]1N[C@@](CC)(C(=O)OC)[C@H]2C(=O)N(C)C(=O)[C@@H]12)C(=O)NC(C)C,-1,-2,1,4,3,3,-0.1,3,-2,0
CC1CC(=O)NN=C1c1ccc(N(C)C)c([N+](=O)[O-])c1 (centres undefined),-1,1,1,-3,10,-2,-3.3,4,-12,-1
Cc1csc(NC(=O)CSc2nncn2C)n1,1,1,-3,10,2,-4,-0.7,5,0,1
CCCCc1ncc(CN2CCC(n3nccc3NC(=O)C(OC)c3ccccc3)CC2)[nH]1 (centres undefined),2,2,-1,-6,1,13,-0.6,11,0,3
Cc1ccccc1CN1CCC(CNC(=O)C2CCCN(c3ncnc4c3nc3n4CCCCC3)C2)CC1 (centres undefined),-1,4,3,3,0,-9,-1.1,-1,12,0
CN1CCN([C@@H]2CS(=O)(=O)N[C@H]2COCc2ccccc2)CC1,-3,8,.,-3,6,6,-1.4,-7,-1,0
CCOC(=O)C1=C(COC(=O)c2ccc(Cl)cc2[N+](=O)[O-])NC(=O)NC1C (centres undefined),1,13,-3,-3,-3,-3,-2.0,-4,-1,-2
CCc1cc(=O)oc2cc(OCC(=O)NCCCN3CCCC3=O)c(Cl)cc12,3,-3,1,3,-1,-1,-0.5,-3,-1,-2
c1ccc2[nH]c(NN=C3CCCCCC3)nc2c1,6,13,19,-2,18,-13,2.8,-10,-2,-5
Cc1nonc1NC(=O)CSc1nnc(N)s1,4,-4,1,1,5,12,0.7,2,1,0
CC1=C(C#N)C(NC(=O)c2ccc(Cl)cc2)(C(F)(F)F)C(=O)N1 (centres undefined),-4,-3,-2,7,-1,2,0.3,-5,4,-1
COc1ccccc1NC(=O)OC(C)c1ccc(Cl)cc1 (centres undefined),2,6,-21,0,-12,-1,-0.1,-3,18,4
Cc1[nH]c2ccc(C(=O)NCCN3CCOCC3)cc2c1C,-7,6,7,1,2,9,0.1,-3,0,3
CC(C)(CCC(=S)N1CCOCC1)c1ccccc1,-4,-2,2,7,8,7,-1.2,-3,-4,4
CCN1C(=O)C(C)C=C(C)C=C1C (centres undefined),1,-7,7,-3,-7,-5,-1.0,2,1,2
Cc1ccc(CNn2cn[nH]c2=S)cc1,-1,4,6,5,2,10,-2.0,1,2,-6
CCCCCCCCCCCCCCCC(=O)NCCO,2,3,3,-1,-9,-2,-1.0,8,-1,-1
Cc1nc(C(F)(F)F)ccc1C(=O)N1CCC1(C)C(=O)NS(=O)(=O)c1ccccc1Cl (centres undefined),2,4,.,0,2,1,-0.8,4,0,1
Cc1ccc(C(C)C)c(OCC(O)CNC2CCCC2)c1 (centres undefined),-1,-5,7,-2,8,-11,0.4,0,1,2
C[C@@H](NC(=O)/C(C#N)=C/c1ccc(O)c(O)c1)c1ccccc1,-8,11,68*,6,54*,-6,-3.9,3,4,15
CC(=O)c1ccc(NC(=O)CSc2nnc(C3CC3)n2C2CC2)cc1,1,2,6,7,-4,2,-1.8,5,2,0
CC1(C)C=Cc2cc(-c3coc4cc(O)cc(O)c4c3=O)cc(O)c2O1,4,6,-5,0,2,0,2.0,-4,0,-3
O=C(NCc1ccco1)Nc1cccs1,1,-2,0,-8,17,-15,-0.7,1,-1,19
NC(=O)c1ncn([C@@H]2O[C@H](CNCc3ccc(OCC(=O)Nc4ccccn4)cc3)[C@@H](O)[C@H]2O)n1,-4,-1,3,0,3,-2,-2.3,2,0,-4

More structures follow.
compound,LEDGF integ inh,SIAE inh,HTRA1 inhibitor,DDE Tn7 FP inh,ABHD4 inh,TDP2 inh,PG9 binder,TCR-CD3 inh,UHRF1 MBD2 ctr,PRMT1 FP inh
O=C(CN1C(=O)C2CCCCC2C1=O)Nc1nc(-c2ccccn2)cs1 (centres undefined),-1,3,0,2,-28,-2,-0.3,-6,-2,2
CC(=O)Oc1ccc2c(c1)OC(c1ccccc1)CC21CC(C)(C)NC(=S)N1 (centres undefined),0,7,4,-7,7,5,0.2,2,-1,-1
O=C(N/N=C/c1ccncc1)c1ccccc1[N+](=O)[O-],1,2,3,1,1,11,-0.3,3,1,3
C=CCNC(=O)CN1CCC(n2c(C)nc3cc(C(F)(F)F)ccc32)CC1,-2,3,6,5,0,2,0.2,4,0,-2
COc1ccc(S[C@]2(C(=O)NC(C)C)CC(=O)N[C@@H]2c2ccc(OC)cc2)cc1,2,-3,.,1,-6,5,.,.,0,5
O=C(N/N=C/c1c[nH]c2ccccc12)c1cccc(O)c1,1,4,2,-3,-1,5,-0.2,-13,-5,2
CC1CN(S(=O)(=O)c2cccc(C(F)(F)F)c2)C(C)N1C(=O)N1CCOCC1 (centres undefined),3,-2,6,-2,-1,7,-3.3,0,1,-4
O=C(Cc1cn2ccsc2n1)Nc1nc2c(s1)CN(Cc1ccccc1)CC2,0,-4,-8,-3,-4,10,0.4,8,0,0
CC(=O)Nc1ccc(-c2cn3ccsc3n2)cc1,-3,2,-2,4,-1,2,-0.4,-1,-1,2
O=C(CSc1nc2ccccc2o1)N1CCN(c2ccccc2)CC1,2,-1,6,0,-12,-12,-0.1,-2,-2,-4
O=C(O)c1ccc(Nc2nc(-c3ccccc3)nc3ccccc23)cc1,9,-58,-63,5,-45,-20,0.5,-5,1,2
Cc1ccc(C)c(OCCC(=O)OCC(=O)NC(=O)NC2CCCC2)c1,1,-1,5,1,-3,4,-0.4,7,-3,0

Structures above that bear a hit mark in ABHD4 inh.
| Molecule | LEDGF integ inh | SIAE inh | HTRA1 inhibitor | DDE Tn7 FP inh | ABHD4 inh | TDP2 inh | PG9 binder | TCR-CD3 inh | PRMT1 FP inh |
| --- | --- | --- | --- | --- | --- | --- | --- | --- | --- |
| C[C@@H](NC(=O)/C(C#N)=C/c1ccc(O)c(O)c1)c1ccccc1 | -8 | 11 | 68* | 6 | 54* | -6 | -3.9 | 3 | 15 |

Screening results deposited in PubChem by The Scripps Research Institute Molecular Screening Center.
